PNC inhibitor: inhibitors of perinucleolar compartment assembly. PC3M PTB-GFP, PNC prevalence imaging, 16 h; stronger effect = lower value. activity change (PNC), negative = inhibition, % at 10 µM. actives 3.1% (n = 140,000). AID 2417;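 active = readout at or below -70, meaning at least 70% loss of cells showing the perinucleolar compartment, a nuclear body marking cancer cells; inconclusive = readout between -30 and a set limit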;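 also: plate controls were DMSO wells for no effect and camptothecin positive control wells for full effect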
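PC3M cells stably expressing PTB-GFP, 750–1000 cells/well, treated 16 h at 37 °C with compound (23 nl of library stock), in duplicate. After paraformaldehyde fixation and Hoechst stain, imaged at 20x; PNC prevalence scored by image analysis.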
12-hLO inh: inhibitors of human 12-lipoxygenase (ALOX12). purified 12-hLO, xylenol orange hydroperoxide absorbance. P18054. AID 1452. actives 0.12% (n = 150,000). Potency, µM (titrated, usually from 57.1 µM), for inactives: at the highest dose activity change, negative = inhibition, actives largely listed as inhibitors; also: potency is read from the fitted curve at half-maximal effect; nearly all actives have a fitted effect of over 55% in size; many of its hits are not listed in these tables
Target sequence (P18054 whole entry, looked up): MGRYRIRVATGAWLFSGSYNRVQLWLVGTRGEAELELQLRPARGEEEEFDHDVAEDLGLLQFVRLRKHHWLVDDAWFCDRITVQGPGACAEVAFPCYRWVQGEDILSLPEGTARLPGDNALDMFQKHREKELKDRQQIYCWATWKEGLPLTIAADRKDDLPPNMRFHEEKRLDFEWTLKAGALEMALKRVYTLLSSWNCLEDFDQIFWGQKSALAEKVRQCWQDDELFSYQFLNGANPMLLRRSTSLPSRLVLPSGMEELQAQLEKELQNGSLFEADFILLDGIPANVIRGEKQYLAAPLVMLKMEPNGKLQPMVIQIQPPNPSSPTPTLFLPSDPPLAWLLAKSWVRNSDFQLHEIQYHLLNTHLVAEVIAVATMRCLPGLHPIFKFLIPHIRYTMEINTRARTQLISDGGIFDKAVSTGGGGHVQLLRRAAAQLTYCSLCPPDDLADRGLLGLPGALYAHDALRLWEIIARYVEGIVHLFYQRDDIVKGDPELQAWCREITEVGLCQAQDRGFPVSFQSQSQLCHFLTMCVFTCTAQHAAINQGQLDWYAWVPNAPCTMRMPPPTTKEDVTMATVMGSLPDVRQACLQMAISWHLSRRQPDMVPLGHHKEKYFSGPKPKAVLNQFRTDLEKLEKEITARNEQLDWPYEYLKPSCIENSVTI
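Purified human 12hLO (150 nM final) was preincubated with compounds for 15 min at room temperature in 25 mM Hepes pH 7.0, 0.01% Triton X-100, then reacted with 40 uM arachidonic acid for 30 min. Hydroperoxide was detected with ferrous iron/xylenol orange.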
ALOX15B inhib: 15-hLO-2 (ALOX15B) enzyme inhibition. O15296. purified 15hLO-2, xylenol orange hydroperoxide absorbance. Potency, µM (top dose mostly 57.1 µM), without a hit: at the highest dose activity change, negative = inhibition, actives largely listed as inhibitors. actives 0.56% (n = 110,000); also: potency is read from the fitted curve at half-maximal effect; nearly all actives have a fitted effect of over 60% in size; many of its hits are not listed in these tables
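Purified human 15hLO-2 (50 nM final) preincubated with compounds 15 min at room temperature in 25 mM Hepes pH 7.5, 0.01% Triton X-100, then 45 uM arachidonic acid added for 90 min; hydroperoxide detected via ferrous/xylenol orange, 573/405 nm absorbance ratio.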
IMPase cell inh: IMPase inhibition in cells; inhibition (IP1 accumulation), % at 46.1 µM; CHO-M1 cells, IP1 accumulation, HTRF TR-FRET ratio; 120,000 tested, under 10 active; active = well fitted curve in the direction sought with a large enough effect in the signal ratio, not every such curve was filed as active; inconclusive = small, poorly fitted or top-dose-only effect, or a change in a side signal; inactive = no such curve, though single readings can be large or run the other way; the % refers to the signal ratio;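 also: cells stimulated with carbachol in lithium chloride buffer; plate controls were DMSO basal wells for no effect and reference inhibitor wells for full effect; higher means more IMPase inhibition seen as more IP1 and lower FRET ratio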
Target sequence (P97697 whole entry, looked up): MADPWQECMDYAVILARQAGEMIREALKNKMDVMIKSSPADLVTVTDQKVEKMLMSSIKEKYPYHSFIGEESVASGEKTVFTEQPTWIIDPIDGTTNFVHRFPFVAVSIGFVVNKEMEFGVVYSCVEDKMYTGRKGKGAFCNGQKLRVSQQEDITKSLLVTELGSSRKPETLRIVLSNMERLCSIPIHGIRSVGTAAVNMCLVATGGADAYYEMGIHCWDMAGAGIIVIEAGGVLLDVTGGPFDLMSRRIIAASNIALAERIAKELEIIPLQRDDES
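In this qHTS, compounds (final up to 46 uM) act on CHO-M1 cells that are then activated through the M1 receptor with carbachol, in pH 7.4 buffer containing 50 mM LiCl, for 30 min. IP1 accumulation is quantified by the IP-One immunoassay.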
An asterisk follows results filed as active; ? = inconclusive; nt = no result given; [ ] = remark or other dose. Unless noted, calls follow the shape of the dose curve; as a rule, active = well fitted curve in the direction sought with a large enough effect; inconclusive = small, poorly fitted or top-dose-only effect, or another doubt; inactive = no such curve, though single readings can be large; an effect the other way counts as inactive or inconclusive. Unless noted, % is scaled to controls: 0 for no effect and ±100 for the full control effect.

IMPase cell inh,ALOX15B inhib,SMILES,12-hLO inh,PNC inhibitor
-4,nt,Cc1c(CNC2CCC(C)CC2)c(C(=O)O)c(C)n1Cc1ccccc1 (stereo not given),0%,-10
nt,nt,COc1cc(NS(=O)(=O)c2ccc(Nc3nc(-c4cccc([N+](=O)[O-])c4)cs3)cc2)nc(OC)n1,-13%,0
nt,nt,COc1ccc(-c2nnc(SCC(=O)N3CCN(c4ccccc4)CC3)o2)cc1OC,1%,40
-20,-12%,CCOC(=O)C1CCN(C(=O)C2CCN(S(=O)(=O)CC)CC2)CC1,0%,-3
0,7%,COc1ccc(-n2cnnc2SCC(=O)Nc2nc(C)c(Cl)cc2Cl)cc1,10%,-3
-4,2%,CC(=O)Nc1cccc(Cl)c1C(=O)O,-2%,?
-10,nt,CCN(CC)C(=O)CSc1nc(-c2cccs2)cc(-c2cccs2)c1C#N,5%,?
11,-1%,O=C(Nc1ccc2nc(-c3cccs3)c(-c3cccs3)nc2c1)NC1CC1,-2%,-29
-2,0%,COc1ccc(CN2CCNC(=O)C2CC(=O)O)c(OC)c1 (stereo not given),-2%,-10
nt,nt,CC(C)CN(C(=O)COC(=O)c1ccccc1Sc1ccccc1C#N)C1CCS(=O)(=O)C1 (stereo not given),0%,-27
nt,nt,Cc1nc2ccc(S(=O)(=O)Nc3cc(-c4nc5cccnc5s4)ccc3C)cc2s1,-4%,6
6,2%,O=C(CN1CCN(c2ccccn2)CC1)NCCc1ccccc1,2%,1
13,-3%,CC(C)COC(=O)n1c(=O)oc2cc(S(=O)(=O)N3CCCCC3)ccc21,-10%,?
-1,10%,CCc1nnc(NC(=O)CSc2nnc(CSc3nc(C)cc(C)n3)o2)s1,3%,?
nt,nt,CCOc1ccc(NC(=O)CC2C(=O)N(c3ccccc3)C(=O)N2CCc2cccs2)cc1 (stereo not given),-4%,60
5[1.84 µM],9%[11.4 µM],Cc1cccc(N2CCN(C(=O)C3CCN(S(=O)(=O)c4cccc5nsnc45)CC3)CC2C)c1 (stereo not given),-1%,?
-5,-1%,CCCOC(=O)C1=C(C)NC2=C(C(=O)CC(C)(C)C2)C1c1ccc(N(C)C)cc1 (stereo not given),-15%,23
-2,nt,Cc1cc2oc3c(c(=O)c2cc1C)C(c1ccc(F)cc1)N(CCCN1CCOCC1)C3=O (stereo not given),1%,24
-3,-9%,Cc1ccc(C(C)C)c(OCCN2C(=O)NC(C)(C)C2=O)c1,-3%,11
1,-1%,O=C(Cc1cccs1)Nc1ccccc1NC(=O)Cc1cccs1,-3%,-9
11,-6%,c1ccc(N2CCN(Cc3ccnc4ccccc34)CC2)cc1,2%,-28
nt,nt,O=C(CC(=O)Nc1ccc(Cl)c(Cl)c1)N/N=C/c1ccc(O)cc1,-5%,?
nt,nt,Cc1ccc(SCCC(=O)Nc2ccccc2C(=O)N2CCOCC2)cc1,0%,-11
-4,-1%,O=C(NCc1cccs1)c1cccc(N2CCCC2=O)c1,3%,38
3,-4%,CNC(=O)C1CC(=O)N(Cc2ccc3c(c2)OCO3)C(=Nc2ccc(OC)cc2)S1 (stereo not given),-11%,?
2,-3%,O=C(NCCN1CCOCC1)c1ccc2ccccc2n1,2%,?
0,48%[activator],O=S(=O)(Nc1cccc2ncccc12)c1cccs1,-4%,?
nt,nt,OCC[C@@H]1C[C@@H](O)[C@H](O)[C@]2(CCCCO2)O1,-3%,52
1,?,CCc1ccc(/C=C/C(=O)c2cc(Br)ccc(=O)c2O)cc1,?,36
-8,0%,CCOC(=O)c1ccc(NC(=O)CN2C(=O)C(=O)N(CC(C)C)C2=O)cc1,5%,-26

Continuation:
IMPase cell inh,ALOX15B inhib,SMILES,12-hLO inh,PNC inhibitor
-6,nt,COc1cccc(/C=N/NC(=O)Cn2nc(C)c([N+](=O)[O-])c2C)c1O,-15%,26
8,-5%,CSC1=C(C#N)C(c2ccc(C(C)C)cc2)CC(=O)N1 (stereo not given),2%,33
-4,nt,CC1CCCC(NC(=O)Cc2ccc(Br)cc2)C1C (stereo not given),-5%,-9
5,-21%,O=C(Nc1ccc(N2CCCC2)c(Cl)c1)c1ccc(Br)o1,1%,51
-1,1%,C=C(C)CSc1nc2ncccc2[nH]1,-1%,1
-5,9%,Cc1cccc2c1Sc1ccccc1CC2=O,6%,47
0,-2%,O=C(Nc1cnc2ccccc2c1)c1cccnc1,1%,-19
-1,19%,Cc1cc(C)nc(Nc2n[nH]c(COc3ccccc3)n2)n1,5%,19
0,13%,C=CCn1c(SCC(=O)Nc2ncc(Cc3cc(C(F)(F)F)ccc3Cl)s2)nnc1-c1ccncc1,-2%,-27
1,2%,CCc1ccc(C(=O)COC(=O)CNC(=O)c2cccs2)cc1,2%,-11
9,-3%,Cn1c(CN2CCCC2)nc2cc(NS(=O)(=O)c3ccccc3)ccc21,4%,22
-4,nt,CCN1CCN(C(=S)NCc2ccc(C)cc2)CC1,-2%,-11
3,4%,CN(C)CCCC(=O)c1ccc2c(c1)OCO2,5%,11
9,nt,Cc1cc(C)c2c(n1)nn1c(C)c(CCC(=O)NCc3ccco3)c(C)nc21,-6%,-26
5,-2%,Cc1ccc(C)c(N2CCN(C(=O)c3ccc(Cn4c(=O)[nH]c5ccccc5c4=O)cc3)CC2)c1,-10%,2
3,?,CCCCCC/C(C)=C1/SC(=S)NC1=O,-16%,74
nt,-21%,CCCCCCCCCCCCC(C(=O)O)C(C)C(=O)O (stereo not given),-5%,nt
10,nt,CC(=O)Nc1ccc(/C=N/Nc2nc3ccccc3[nH]2)cc1,1%,-18
-1,2%,CCCCNC(=O)C1CCCNC1=O (stereo not given),8%,25
3,1%,COC(=O)C(O)(CC(=O)Nc1ccc(C)c(F)c1)C(F)(F)F (stereo not given),3%,30
-1,2%,O=c1cc(O)c(-c2ccccc2Cl)c(Cl)[nH]1,-2%,?
-4,-4%,Nc1cccc2cnccc12,-3%,-11
nt,nt,CCOc1ccc(-n2c(SCC(=O)c3c(N)n(C)c(=O)n(C)c3=O)nnc2-c2cccnc2)cc1,0%,28
5,22%,Cc1ccc(C)c(N2C(=O)CC(N3CCN(Cc4ccc5c(c4)OCO5)CC3)C2=O)c1 (stereo not given),2%,55
7,-3%,CC(C(=O)N/N=C/c1ccc(N(C)C)c(Br)c1)N(c1ccccc1)S(C)(=O)=O (stereo not given),6%,76
8,0%,Cc1ccc(S(=O)(=O)N/N=C2/CC(c3ccccc3)Oc3ccccc32)cc1 (stereo not given),-3%,80
nt,nt,Cc1cc(Cl)ccc1NC(=S)N1CCC(C(N)=O)(N2CCCCC2)CC1,5%,74
0,2%,Cc1cc(=O)c2n(Cc3ccc(Cl)cc3)nc[n+]2[nH]1,4%,27
-6,-3%,COc1ccc(OC)c(N(CC(=O)NCCSc2ccccc2)S(C)(=O)=O)c1,7%,15
nt,nt,O=C(Nc1cccc(S(=O)(=O)Nc2ccc(Cl)cc2)c1)c1ccc2c(c1)OCCO2,-8%,46

A different layout for some results above:
IMPase cell inh	ALOX15B inhib	12-hLO inh	PNC inhibitor	SMILES
9	nt	-6%	-26	Cc1cc(C)c2c(n1)nn1c(C)c(CCC(=O)NCc3ccco3)c(C)nc21
5	-2%	-10%	2	Cc1ccc(C)c(N2CCN(C(=O)c3ccc(Cn4c(=O)[nH]c5ccccc5c4=O)cc3)CC2)c1
0	13%	-2%	-27	C=CCn1c(SCC(=O)Nc2ncc(Cc3cc(C(F)(F)F)ccc3Cl)s2)nnc1-c1ccncc1
nt	nt	-8%	46	O=C(Nc1cccc(S(=O)(=O)Nc2ccc(Cl)cc2)c1)c1ccc2c(c1)OCCO2
0	-2%	1%	-19	O=C(Nc1cnc2ccccc2c1)c1cccnc1
-6	nt	-15%	26	COc1cccc(/C=N/NC(=O)Cn2nc(C)c([N+](=O)[O-])c2C)c1O

Continuation:
IMPase cell inh,ALOX15B inhib,SMILES,12-hLO inh,PNC inhibitor
-4,?,COC(=O)c1ccccc1NC(=S)NC(=O)COc1ccccc1,-2%,9
1,nt,Nc1nnc(CC(=O)N/N=C\c2cc([N+](=O)[O-])ccc2O)s1,3%,?
-4[1.84 µM],4%[11.4 µM],CN(C)c1ccc(CNC23CN4CN(CN(C4)C2)C3)cc1,-4%,23
4,nt,Clc1ccc(C2=CSC3=Nc4cccc5cccc(c45)N23)cc1,?,27
-5,-13%,N=C(N)SCc1nc2ccccc2c(=O)n1-c1ccccc1Cl,-9%,-10
-8,nt,Cc1ccc(-c2csc(NC(=O)c3cccc(N4C(=O)CCC4=O)c3)n2)o1,-11%,36
0,-3%,O=C(NC1CCCCCC1)C1CCN(S(=O)(=O)c2cccc3cccnc23)CC1,1%,45
10,-10%,Cc1ccc(C)c(Cn2c(=O)c3c(nc4n3CCN4Cc3ccco3)n(C)c2=O)c1,-5%,11
-8,nt,Cc1cccc(NC(=O)CSc2nc3nc4c(cc3c(=O)n2-c2ccccc2)CCCC4)c1,-3%,56
3,16%,CC(C)c1ccc(OCc2nc(-c3ccccn3)no2)c(Br)c1,-9%,-1
-1,-13%,NC(=O)Nn1c(CCC(=O)O)ccc1-c1ccc(Br)cc1,-4%,2
nt,nt,Cc1noc(/C=C/c2ccco2)c1S(=O)(=O)N1CCC(C(=O)Nc2ccc(Cl)cn2)CC1,-4%,-24
4,nt,O=C(Nc1ccc(-c2noc(-c3cccs3)n2)cc1)c1cccnc1,-2%,75
-22,4%,COc1ccc(-c2coc3cc(OC)cc(O)c3c2=O)cc1,1%,38
-11,-7%,Cn1nnnc1SCC(=O)Nc1c(Cl)cccc1Cl,1%,-26
nt,-3%,COCCNC(=O)C1(CC(C)C)C=CCN1C(=O)c1ccccc1 (stereo not given),-1%,nt
-6,7%,O=P(CCC(F)(F)F)(CCC(F)(F)F)CCC(F)(F)F,3%,-23
5,9%,COc1ccccc1CN(CC(=O)NCc1ccco1)C(=O)CNS(=O)(=O)c1ccc(C)cc1,-8%,-15
nt,nt,COc1cccc(CC(NC(C)=O)C(=O)NC2CCN(c3c(Cc4ccccc4)c(C)nc4ncnn34)CC2)c1 (stereo not given),-1%,?
4[1.84 µM],0%[11.4 µM],CCC(CC)C(=O)N(c1ccc(F)cc1)C1C=CS(=O)(=O)C1 (stereo not given),4%,1
nt,nt,CC1CCCCN1C(=O)c1cc(Cl)ccc1[N+](=O)[O-] (stereo not given),2%,6
nt,nt,Cc1ccc(-c2csc(=Nc3cccnc3)n2CCCN2CCCC2=O)cc1C,0%,153
-9,-7%,COc1ccc(-c2cc(C(F)(F)F)n3nc(N)nc3n2)cc1,-10%,-3
0,3%,CSc1nc2ccc(S(=O)(=O)N3CCCCC3)cc2s1,-2%,-19
nt,nt,Cc1ccccc1C(=NCCCN(C)C)c1ccccc1C,2%,?
4,5%,COc1ccc(Cl)cc1S(=O)(=O)n1ccnc1C(C)C,2%,-14
3,3%,O=C(c1ccc(Br)s1)N1CCN(Cc2ccc3c(c2)OCO3)CC1,-16%,34
15,-4%,CCc1cccc2c(C#N)cn(CC(=O)NCc3ccco3)c12,4%,?
13,-5%,Cn1c(=O)c2cc(S(=O)(=O)Nc3ccc4c(c3)OCO4)ccc2n(C)c1=O,-5%,-15
4,nt,COC(=O)c1sccc1-c1ccc(C(=O)Nc2cccc(Cl)c2)o1,1%,45

More records.
IMPase cell inh,ALOX15B inhib,SMILES,12-hLO inh,PNC inhibitor
2,1%,COc1ccc(CC(=O)n2c(CC#N)nc3ccccc32)cc1OC,5%,93
12,12%,c1ccc(COc2ccc(OCCCN3CCCCC3)cc2)cc1,3%,?
-4,14%,CCN(CC(=O)NC(C)C)Cc1nc2sc3c(c2c(=O)[nH]1)CCC3,1%,4
9,1%,CCOC(=O)N1CCN(S(=O)(=O)c2c(C)nn(C)c2C)CC1,-6%,16
-7,2%,Cn1c(Cn2c(=O)sc3ccccc32)nnc1SCc1ccccn1,-4%,-5
-2,7%,Cc1nc2ccc(S(=O)(=O)NC(C(=O)Nc3nc4ccc(Cl)cc4s3)C(C)C)cc2s1 (stereo not given),-12%,-6

Source: PubChem BioAssay

An excerpt; the hit share may differ from the screen's.
